# UHRF1 MBD2 ctr – blocks human UHRF1 binding to methylated DNA. UHRF1 binding to methylated oligo, TR-FRET. inhibition, % at 4.4 µM. 0.75% of 370,000 active. AID 687016; in the data active means inhibition above about 21%;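 further: UHRF1 SRA domain binding a hemimethylated CpG hairpin DNA probe; 0% = median of test compound wells and 100% = reference inhibitor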
# Tn6 DDE FP – inhibitors of Tn6 peptide binding to human fibrin DD(E) | P02675 | Fibrin DD(E) TRITC-Tn6 fluorescence polarization displacement | inhibition, % at 8.3 µM | 0.21% of 370,000 active;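 active means inhibition above a per-campaign cutoff: mean of compounds within control limits plus 3 SD, cut at about 15% in these data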;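 further: 0% = median of all compound wells on the plate and 100% = blocking peptide control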
# Target sequence (P02675 whole entry, looked up): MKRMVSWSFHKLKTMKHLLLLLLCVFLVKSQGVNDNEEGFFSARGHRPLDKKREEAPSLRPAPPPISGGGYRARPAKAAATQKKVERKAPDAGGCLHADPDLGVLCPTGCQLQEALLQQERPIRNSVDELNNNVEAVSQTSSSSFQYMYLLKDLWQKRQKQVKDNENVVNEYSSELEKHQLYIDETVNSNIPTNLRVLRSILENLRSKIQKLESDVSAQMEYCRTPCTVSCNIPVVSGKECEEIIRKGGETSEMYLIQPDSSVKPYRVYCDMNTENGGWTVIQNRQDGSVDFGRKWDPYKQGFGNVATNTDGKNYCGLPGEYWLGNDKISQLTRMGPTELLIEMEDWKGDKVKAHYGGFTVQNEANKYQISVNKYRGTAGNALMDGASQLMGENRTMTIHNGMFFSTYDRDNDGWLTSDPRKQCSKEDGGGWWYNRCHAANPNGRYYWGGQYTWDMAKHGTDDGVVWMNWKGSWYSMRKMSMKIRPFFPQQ
# ARFGAP1 inhibitor – rat ARFGAP1 inhibition. Q62848. Arfgap1-stimulated ARF1 GTP hydrolysis, GDP FP detection. inhibition, % at 16.5 µM. 0.26% of 360,000 active;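 active means inhibition above a per-plate limit, mean inhibition of low control wells plus 3 SD, cut at about 25% in these data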;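 further: 0% = DMSO wells with enzyme and 100% = wells lacking Arfgap1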
# Target sequence (Q62848 1-136 limits assumed): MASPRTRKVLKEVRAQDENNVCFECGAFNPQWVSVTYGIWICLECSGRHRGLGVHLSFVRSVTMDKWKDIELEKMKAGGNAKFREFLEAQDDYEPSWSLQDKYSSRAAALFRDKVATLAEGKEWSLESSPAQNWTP
#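 Assay system: purified rat His6-Arfgap1 residues 1-136 (GAP domain); Reagent: human Δ17 ARF1 bound to GTP; Dosing: 16.5 µM single point, 1.26% DMSO; Times: GTP hydrolysis reaction 2 h at 25 °C; Signal: FP, GDP Alexa 633 tracer displaced from anti-GDP antibody, 620/688 nm; Measure: % inhibition from polarization.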
# PLCb3 inh – PLC-beta3 (human) inhibition, primary screen; Q01970; Purified PLC-beta3, fluorogenic substrate, fluorescence; inhibition, % at 12.2 µM; 0.18% of 370,000 active; AID 720704; in the data active means inhibition above about 11%;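 further: 0% = median of compound wells on plate and 100% = full blocker control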
# DDE Tn7 FP inh – inhibitors of Tn7 peptide binding to human fibrin DD(E); P02675; FP displacement of FITC-Tn7 peptide from fibrin DD(E); 0% = median of compound wells per plate; inhibition, % at 8.3 µM; 0.13% of 370,000 active;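 active means inhibition above the mean of compounds falling within the control limits plus 3 SD of them, cut at about 14% in these data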;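 further: 0% = plate median of compound wells and 100% = 10 µM Aha-Tn7 peptide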
#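 Assay system: Human clot-derived fibrin DD(E) complex | Buffer or medium: Tris/NaCl/CaCl2 buffer, pH 7.8 | Repeats: One replicate per compound | Benchmarks: Aha-Tn7 high control | Measure: % inhibition scaled between sample-field median and high-control FP | Schedule: 10 min plus 3 h, room temperature | Signal: Fluorescence polarization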
# MBD2 inh – MBD2-methylated oligo binding inhibition. TR-FRET, MBD2 binding to methylated oligonucleotide. inhibition, % at 4.4 µM. 0.31% of 370,000 active. AID 686964; in the data active means inhibition above about 13%
# proKLK7 act – proKLK7 (human) activation, primary screen; activation, % at 7 µM; purified proKLK7, EDANS-DABCYL substrate fluorescence; 100% is mature enzyme control, 0% vehicle; P49862; AID 652039; 0.9% of 370,000 active;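 active means activation above the mean of all tested compounds plus 3 SD, computed per campaign excluding outliers beyond control limits, cut at about 13% in these data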
# PLCg1 inh – blocks human PLC-gamma1 enzyme activity. P19174. purified PLC-gamma1, fluorogenic substrate, fluorescence. inhibition, % at 12.2 µM. 0.84% of 370,000 active. AID 720700; in the data active means inhibition above about 9.5%
# ASAP1 GAP inh – blocks human ASAP1-stimulated Arf1 GTP hydrolysis; 0.19% of 360,000 active; inhibition, % at 16.5 µM; GDP FP detection; in the data active means inhibition above about 25%;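 further: 0% = vehicle with enzyme and substrate and 100% = no enzyme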
# ADAM17 inh – inhibitors of human ADAM17 | AID 720648 | P78536 | inhibition, % at 6.95 µM | 0.83% of 370,000 active | recombinant ADAM17, EDANS/DABCYL FRET peptide cleavage;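 active means inhibition above the mean of compounds lying between control limits plus 3 SD, set per campaign, cut at about 8.5% in these data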;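 further: 0% = DMSO-only wells as the low control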
# Starred values were filed as active, the others as inactive; i = inactive; . = no result given.
SMILES,UHRF1 MBD2 ctr,Tn6 DDE FP,ARFGAP1 inhibitor,PLCb3 inh,DDE Tn7 FP inh,MBD2 inh,proKLK7 act,PLCg1 inh,ASAP1 GAP inh,ADAM17 inh
CCOC(=O)C1=NNC2(c3ccc(C)cc3)C(=O)N(c3ccccc3)C(=O)C12 (configuration not stated),3,-8,6,-8,8,2,0.2,-2,-8,-4
CCCCCCN(C(=O)CCCCCN1C(=O)NC(c2ccc(-c3ccccc3)cc2)C(C(=O)OCc2ccccc2)=C1C)C(C(=O)NCCCC)c1ccc(-c2ccccc2)cc1 (configuration not stated),0,-2,4,2,-5,-4,-0.3,1,0,1
CCn1c2ccccc2c2cc(NC(=O)COc3ccc(OC)cc3)ccc21,-2,-2,-17,-6,-8,-1,-1.0,-4,-2,4
Cc1ccc(S(=O)(=O)N2CCC[C@H]2C(=O)OCc2nc3ccccc3s2)cc1,-4,-3,-12,0,-7,1,-0.3,1,7,4
Cc1cc(N2CCN(Cc3ccc4c(c3)OCO4)CC2)n2nc(C)nc2n1,13,1,.,-4,-1,5,-0.4,0,.,-3
COc1ccccc1NC(=O)N1CCCC1C(=O)NCc1ccc2c(c1)OCO2 (configuration not stated),1,4,-1,1,0,1,0.6,-1,-16,-3
COCCCNC(c1ccccc1)c1ccncc1 (configuration not stated),1,-1,1,2,-4,-5,0.8,2,-14,-4
O=C(Nc1ccccc1N1CCCC1)c1cc(=O)[nH]c2ccccc12,-1,0,0,-3,-9,-5,0.5,-1,-5,-2
COc1cccc(-c2cc(C(=O)N3CCN(Cc4ccc5c(c4)OCO5)CC3)on2)c1,4,1,5,-4,-1,3,-0.4,-1,11,1
CCCCCc1nc(N)c(C#N)c(-c2ccco2)c1CCCC,1,4,-12,-9,2,2,-0.8,-9,7,-3
COc1ccc(C(O)c2nc(-c3cccc4cccnc34)cs2)cc1 (configuration not stated),-1,-4,3,-21,0,0,0.7,-9,2,-7
CC(C)CCN1CCC[C@]2(N[C@H](c3ccccc3)[C@@H]3C(=O)N(Cc4ccccc4)C(=O)[C@@H]32)C1=O,0,9,-15,0,-4,0,0.7,-1,1,7
CCOc1cccc(NC(=O)C2CC(=O)NC(=Nc3ccccc3)S2)c1 (configuration not stated),0,-1,9,0,-1,-1,0.0,-1,4,-3
O=C(NC(=S)NCC1CCCO1)c1ccc(Br)o1 (configuration not stated),-1,4,-12,2,5,-5,0.0,2,0,-2
CC(C)(C)C1N=C(c2ccc3ccccc3c2)OC1=O (configuration not stated),-2,-4,-1,-4,2,0,-0.1,-3,-12,-4
O=C(NNC(=S)NC(=O)c1cccs1)c1ccc(O)cc1,-5,-6,12,-1,11,-4,0.1,4,-2,2
O=C(O)CS(=O)(=O)CC(=O)O,-2,8,4,3,-7,3,-0.4,4,-1,2
COc1ccc(NC(=O)C/C(C)=N/NC(=O)COc2ccc(OC)cc2)cc1,-2,3,-4,-4,-1,6,0.4,2,5,0
COc1ccc(CNC(=O)C2CCCN2C(=O)Nc2cccc(Cl)c2)cc1 (configuration not stated),-1,-1,0,2,0,3,-0.8,0,9,-4
COc1ccc(CCN2C(=NC(=O)CC(C)C)SC3CS(=O)(=O)CC32)cc1OC (configuration not stated),3,1,-9,-4,1,1,0.0,-1,15,-1
CC#CCCCC(=O)Nc1cccc(C(=O)O)c1,6,7,-10,-5,5,3,0.0,-3,-3,-4
Cc1ccn2cc(CCNC(=O)COc3ccccc3)nc2c1,-4,1,4,-13,2,-2,0.5,-4,-2,-11
CCN(CC)CCN(C(=O)c1cccc(N2C(=O)CCC2=O)c1)c1nc2cc3c(cc2s1)OCO3,-1,-1,-3,-6,4,-1,0.1,3,10,-2
C[C@@H]1CCCCO[C@@H](CN(C)S(=O)(=O)c2ccc(F)cc2)[C@@H](C)CN([C@H](C)CO)C(=O)c2cc(N(C)C)ccc2O1,-1,7,-9,-30,-1,-1,-0.2,-19,-15,1
Cc1cc(C(=O)N(C)C2CCCCC2)no1,0,-2,6,-6,-1,-5,0.2,-1,2,-3
Cn1cccc1C(=O)NCc1ccc(S(N)(=O)=O)cc1,1,-4,8,-5,-2,-1,0.0,-2,9,1
Cc1ccc(-n2c(SCC(=O)Nc3ccccc3-c3ccccc3)nnc2-c2cccnc2)cc1,1,2,.,1,-4,-1,0.7,4,.,5
O=C(CSc1nnc(CNC(=O)c2ccccc2)o1)Nc1ccc2c(c1)OCO2,4,-4,2,2,-3,-5,-0.7,2,-2,3
C[C@H]1CCCCO[C@H](CN(C)S(=O)(=O)c2cn(C)cn2)[C@@H](C)CN([C@@H](C)CO)C(=O)c2cc(NS(=O)(=O)c3ccccc3)ccc2O1,2,-4,2,2,2,10,-0.2,-1,5,-4
Cc1ccc(N(CC(=O)NCc2ccccc2)C(=O)c2csnn2)c(C)c1,2,8,-6,-6,1,-8,0.9,0,-5,-3
CC(=O)Nc1ccc(NC(=O)CSc2nc3ccccc3o2)cc1,2,2,-16,1,-2,1,-0.3,3,4,-1
CC(NC(=O)c1ccc(Br)cc1)c1ccc2c(c1)CCCC2 (configuration not stated),8,6,6,6,-9,0,0.0,6,17,1
CC1(C)C(=O)Nc2ccccc2N1C(=O)COc1ccc(S(=O)(=O)N2CCOCC2)cc1Cl,-1,2,10,-2,3,2,-0.2,1,7,-2
Cc1ccc(-c2n[nH]c(=S)n2/N=C/c2cccn2C)cc1,1,-6,0,0,0,-4,-0.4,0,-4,-2
COc1cc2c(cc1C=O)OC(C)C2 (configuration not stated),5,-12,-7,-227,1,2,-5.3,-156,9,-24
COc1ccc(CC(=O)N2CCN(c3ccccc3OC)CC2)cc1,-3,2,2,-7,4,-8,0.5,-1,-7,-5
O=c1[nH]cc(CCCc2ccccc2)c(=O)[nH]1,-2,-4,-7,-7,6,5,-0.5,-1,-1,-2
CC(C)(CNS(C)(=O)=O)SCc1ccc(Cl)cc1,1,1,-14,2,-1,0,-0.1,3,19,2
Cc1cccc(C)c1C(O)c1ncc(-c2ccccc2C(F)(F)F)[nH]1 (configuration not stated),1,3,-3,1,-8,-3,0.5,2,-5,3
COc1ccc(/C=C(\C#N)C(=O)ONC2=NCCCCC2)cc1,-1,-2,0,-16,2,-5,-0.1,-12,0,3
O=C(NCc1n[nH]c(=S)n1-c1ccccc1)c1ccco1,1,7,-2,1,0,8,0.4,-2,3,-5
Cc1cc(C)c2c(N)c(C(=O)NC3CC3)sc2n1,-1,2,-1,i,2,-1,4.0,i,4,-66
O=C(O)C(Oc1ccc2ccccc2c1)c1ccccc1 (configuration not stated),19,-2,0,-11,1,6,0.2,-5,2,1
Cc1ncoc1C(=O)NC1CCCc2c1cnn2-c1cc(F)cc(F)c1 (configuration not stated),-3,-3,2,1,-4,0,0.6,-1,5,-3

# Structures shown so far that contain bromine:
SMILES,UHRF1 MBD2 ctr,Tn6 DDE FP,ARFGAP1 inhibitor,PLCb3 inh,DDE Tn7 FP inh,MBD2 inh,proKLK7 act,PLCg1 inh,ASAP1 GAP inh,ADAM17 inh
O=C(NC(=S)NCC1CCCO1)c1ccc(Br)o1 (configuration not stated),-1,4,-12,2,5,-5,0.0,2,0,-2
CC(NC(=O)c1ccc(Br)cc1)c1ccc2c(c1)CCCC2 (configuration not stated),8,6,6,6,-9,0,0.0,6,17,1

# As a short view, some entries already given:
SMILES,UHRF1 MBD2 ctr,Tn6 DDE FP,ARFGAP1 inhibitor,PLCb3 inh,DDE Tn7 FP inh,MBD2 inh,proKLK7 act,PLCg1 inh,ASAP1 GAP inh,ADAM17 inh
O=C(NCc1n[nH]c(=S)n1-c1ccccc1)c1ccco1,1,7,-2,1,0,8,0.4,-2,3,-5
Cc1cc(C)c2c(N)c(C(=O)NC3CC3)sc2n1,-1,2,-1,i,2,-1,4.0,i,4,-66
O=C(O)C(Oc1ccc2ccccc2c1)c1ccccc1 (configuration not stated),19,-2,0,-11,1,6,0.2,-5,2,1
Cc1ncoc1C(=O)NC1CCCc2c1cnn2-c1cc(F)cc(F)c1 (configuration not stated),-3,-3,2,1,-4,0,0.6,-1,5,-3

# Rows are unselected; overall some 4.1% were active at least once.
